High-throughput results (PubChem)
Tat export inh: blocks Tat-dependent protein export in E. coli; 340,000 tested, 0.036% active; E. coli MC4100 TorA-mCherry Tat export, fluorescence; inhibition, % at 10 µM;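 active means mean replicate inhibition at least 50% and at least half of replicates individually reaching 50%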;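 further: exported cargo escapes ClpAP degradation while cytoplasmic cargo is degraded and loses fluorescence; 0% = median of neutral control wells and 100% = median of NaSCN control wells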
Pemphigus Ab inh: human desmoglein-3 autoantibody binding inhibition. P32926. DSG3-coupled beads, scFv-anti-DSG3-GFP binding, flow cytometry; hits give low values. binding (percent of control), % at 10 µM. 310,000 tested, 0.48% active. AID 588358;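 active means binding more than 3 SD below its plate's average and above zero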;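 further: hits lower antibody fragment binding to DSG3; some compounds called inactive have numbers as strong as hits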
Ecoli viability: bacterial growth inhibition, counter-screen for AddAB inhibitors | E. coli V3065 growth, OD600 absorbance, 18 h | inhibition, % at 11.9 µM | 330,000 tested, 0.27% active;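 active means inhibition above the campaign's mean inhibition across all tested compounds plus 3 SD, cut at about 9.9% in these data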;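 further: uninfected addAB+ strain grown without phage in ampicillin broth; 0% = DMSO wells and 100% = ciprofloxacin 0.95 µg/ml wells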
PfHsp90 set2: reduces growth (ATP signal) of yeast expressing P. falciparum Hsp90 | S. cerevisiae expressing PfHsp90, BacTiter-Glo ATP, 48 h; yeast lacking PDR1 and PDR3 efflux regulators | inhibition, % at 9.4 µM | 310,000 tested, 0.32% active | AID 504621;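 active means every replicate shows inhibition above about 80%, whatever the replicate mean, limit read from the data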;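 further: 0% = DMSO neutral controls and 100% = 20 µM radicicol positive controls; yeast relying on Plasmodium falciparum Hsp90 in place of its own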
SUMO Mot1 rescue: inhibitors of SUMOylation pathway: yeast Mot1-301 growth rescue; S. cerevisiae Mot1-301 growth rescue, ATP luminescence, 38.5C; percent above DMSO median, 100 means doubled; growth rescue, % at 18.8 µM; 320,000 tested, 1% active; AID 2716;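 active means every valid replicate shows activation above 250% relative to neutral control wells; inactive means the rest, any valid replicate at or below 250%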;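 further: OY570 slx delta 5 strain wells were the positive control but not used for scaling; some compounds called inactive have numbers as strong as hits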
OPRM1-OPRD1 ag: OPRM1-OPRD1 heterodimerization agonism; P35372+P41143; cells, luminescence; activation, % at 9.3 µM; 340,000 tested, 0.3% active; AID 504326; in the data active means activation above about 18%;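 further: 0% = vehicle-treated cells and 100% = reference agonist; values of inactives mirror those of a sister screen read the other way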
Target sequence (P35372 whole entry, looked up): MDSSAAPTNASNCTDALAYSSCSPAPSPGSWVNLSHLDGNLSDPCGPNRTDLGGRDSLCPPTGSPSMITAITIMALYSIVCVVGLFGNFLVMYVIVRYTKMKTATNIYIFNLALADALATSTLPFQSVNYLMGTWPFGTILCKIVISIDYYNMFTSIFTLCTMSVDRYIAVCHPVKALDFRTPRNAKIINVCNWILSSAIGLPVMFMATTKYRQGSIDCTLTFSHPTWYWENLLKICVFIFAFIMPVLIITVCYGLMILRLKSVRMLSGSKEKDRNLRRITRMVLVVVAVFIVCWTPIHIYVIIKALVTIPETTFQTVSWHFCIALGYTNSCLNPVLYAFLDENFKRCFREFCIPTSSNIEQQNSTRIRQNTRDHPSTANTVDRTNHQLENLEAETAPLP
Target sequence (P41143 whole entry, looked up): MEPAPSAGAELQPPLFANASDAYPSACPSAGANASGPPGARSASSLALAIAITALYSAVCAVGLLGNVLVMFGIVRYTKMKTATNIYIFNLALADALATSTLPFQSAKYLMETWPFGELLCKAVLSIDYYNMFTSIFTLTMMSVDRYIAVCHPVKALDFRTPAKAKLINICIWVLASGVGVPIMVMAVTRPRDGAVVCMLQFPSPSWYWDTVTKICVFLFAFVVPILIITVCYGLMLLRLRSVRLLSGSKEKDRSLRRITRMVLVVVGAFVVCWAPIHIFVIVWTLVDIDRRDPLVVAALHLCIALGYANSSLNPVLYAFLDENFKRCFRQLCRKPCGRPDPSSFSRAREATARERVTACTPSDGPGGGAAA
phage Ecoli inh: E. coli growth loss with phage present; 360,000 tested, 0.26% active; growth absorbance; inhibition, % at 11.9 µM; in the data active means inhibition above about 11%
AddAB inh: less growth of phage-infected E. coli with AddAB. 330,000 tested, 0.29% active. inhibition, % at 11.9 µM. E. coli expressing H. pylori AddAB, absorbance growth; in the data active means inhibition above about 12%;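 further: 0% = vehicle wells of infected cells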
Arrestin-AP2 inh: human beta-arrestin and AP2 interaction inhibition; inhibition, % at 10 µM; 340,000 tested, 0.31% active; FITC-arrestin peptide / GST-AP2 beads, flow cytometry; AP2 beta2 appendage carries R879A mutation;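 active means inhibition above a set limit, near 3 SD of compounds lacking own fluorescence, cut at about 54% in these data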;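 further: plate controls were DMSO wells for no effect and 5 µM unlabelled arrestin peptide for full effect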
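Material – GST-tagged AP2 beta2-adaptin appendage (R879A) on 4 µm glutathione beads · Probe or stimulus – fluorescein-tagged arrestin peptide at 50 nM final · Timing – 12 min plus 1 h, RT · Detection – bead flow cytometry, FITC channel · Read-out basis – inhibition as reduced fluorescein signal on beads, percent · Medium – PBS plus Tween 20 (0.05%) and BSA (0.1%)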
PKA-R1A act: activates the PKA-R1A holoenzyme complex. P00514+P68181. PKA-R1A dissociation, Cy5-IP20 fluorescence polarization; scaled: DMSO 0%, 113 µM cGMP 100%. activation, % at 11.4 µM. 340,000 tested, 0.083% active;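 active means percent activation above the mean of all tested compounds plus 3 SD, cut at about 19% in these data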;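 further: higher means more PKAc released from R1A so a rise in polarization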
MOR-DOR inv ag: inverse agonist of human OPRM1-OPRD1 heterodimerization | inhibition, % at 9.3 µM | cell-based MOR-DOR heterodimer luminescence, inverse agonism | 340,000 tested, 0.21% active | AID 504357; in the data active means inhibition above about 22%, passing the limit was not always enough;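 further: 0% = cells with DMSO and 100% = wells without cells with DMSO; values of inactives mirror those of a sister screen read the other way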
* = called active by the depositor; nt = not tested or not shown. The order is random. Share with any hit: about 2.8%.

SMILES | Tat export inh | Pemphigus Ab inh | Ecoli viability | PfHsp90 set2 | SUMO Mot1 rescue | OPRM1-OPRD1 ag | phage Ecoli inh | AddAB inh | Arrestin-AP2 inh | PKA-R1A act | MOR-DOR inv ag
COc1ccc(OC)c(NC(=O)[C@H]2CC=CC[C@H]2C(=O)O)c1 | -5 | 96 | -2.1 | nt | 7 | -1.8 | 0.8 | -1.4 | -3 | 2 | 10
COc1ccc(Cl)cc1NC(=S)NC1CCCC1 | -8 | 108 | 1.4 | -17 | 22 | 0.1 | 1.1 | 2.8 | 5 | -2 | -1
N=C1C(c2nc(-c3ccc(Br)cc3)cs2)=C(O)CN1NC(=O)c1ccc([N+](=O)[O-])cc1 | -8 | 89 | 0.3 | -19 | -4 | 5.1 | 2.2 | 2.2 | 4 | -3 | -30
CCCc1nc2nc(C)c(NS(=O)(=O)c3ccc(C4CCCCC4)cc3)c(=O)n2[nH]1 | -1 | 99 | -1.6 | -5 | -2 | -1.4 | 0.5 | 0.9 | 6 | 6 | 8
CC1(C)C[C@H]2C3=CCC4[C@@]5(C)CC[C@H](O)C(C)(C)C5CC[C@@]4(C)[C@]3(C)[C@@H](O)[C@@H](O)[C@@]2(CO)[C@@H](O)[C@@H]1O (some centres undefined) | 6 | 102 | -1.2 | -17 | -3 | 2.3 | 2.2 | 1.1 | 1 | -5 | -13
Cc1cc(C)c(S(=O)(=O)N2CCOC2CNC(=O)C(=O)NCCc2c[nH]c3ccccc23)c(C)c1 (centres undefined) | 9 | 101 | 0.9 | -14 | 206 | -1.2 | -1.3 | -2.2 | 3 | 2 | 6
CC1(C)C([N+](=O)[O-])C(c2ccc(Cl)cc2)NC(c2ccc(Cl)cc2)C1[N+](=O)[O-] (centres undefined) | 2 | 103 | 0.8 | -14 | 13 | 3.2 | 5.0 | 3.2 | 8 | -3 | -23
COC(=O)c1ccc(CN2CCN(CC=C(C)C)C(CCO)C2)cc1 (centres undefined) | 4 | 108 | 3.1 | 36 | -5 | 1.7 | 4.6 | -0.2 | 6 | -7 | -10
CCc1cc(-c2n[nH]c(=S)n2C(C)c2ccccc2)cs1 (centres undefined) | 7 | 93 | -0.4 | nt | 13 | 1.8 | 2.6 | -0.3 | 4 | -1 | -10
COCCCNC(=O)CC1C[C@H](C(=O)N2CCOCC2)[C@@]2(CCC3CCCC3)c3[nH]c4ccc(OC)cc4c3CCN2C1=O (some centres undefined) | -4 | 104 | -1.1 | 2 | nt | -3.4 | 1.1 | -0.9 | -3 | -5 | 16
Cc1ccc(S(=O)(=O)N2CCC[C@H]2C(=O)Nc2ccc(F)cc2C)cc1 | 14 | 94 | -4.2 | nt | 6 | -1.8 | 1.0 | 0.8 | 4 | 1 | 7
CCC(C)N(C(=O)c1csnn1)C(C(=O)NC1CCCC1)c1c(F)cccc1Cl (centres undefined) | -7 | 110 | 0.4 | -14 | 1 | -0.2 | 0.9 | 2.5 | 29 | -7 | 1

Next section (two carried over from the part before).
SMILES | Tat export inh | Pemphigus Ab inh | Ecoli viability | PfHsp90 set2 | SUMO Mot1 rescue | OPRM1-OPRD1 ag | phage Ecoli inh | AddAB inh | Arrestin-AP2 inh | PKA-R1A act | MOR-DOR inv ag
Cc1ccc(S(=O)(=O)N2CCC[C@H]2C(=O)Nc2ccc(F)cc2C)cc1 | 14 | 94 | -4.2 | nt | 6 | -1.8 | 1.0 | 0.8 | 4 | 1 | 7
CCC(C)N(C(=O)c1csnn1)C(C(=O)NC1CCCC1)c1c(F)cccc1Cl (centres undefined) | -7 | 110 | 0.4 | -14 | 1 | -0.2 | 0.9 | 2.5 | 29 | -7 | 1
CCC(=O)NC(=S)NNC(=O)c1ccc(NC(=O)c2ccccc2)cc1 | -9 | 102 | 1.4 | 6 | 3 | -1.5 | -4.7 | 1.9 | 28 | -13 | 8
COC(=O)c1ccc(CN2C(=O)NC(c3ccccc3)(c3ccccc3)C2=O)o1 | 3 | 109 | -0.5 | 50 | 15 | 0.7 | 0.5 | 0.3 | 3 | 5 | -4
COC(=O)c1cc2c(s1)-c1ccccc1CC2 | 0 | 106 | -1.4 | nt | 3 | -0.7 | -0.7 | 2.4 | -5 | -2 | 3
CN1CCN(c2cc(C(F)(F)F)nc(-c3ccccn3)n2)CC1 | 0 | 106 | -3.0 | 10 | 6 | -2.9 | 4.7 | 0.7 | 2 | -3 | 14
OC1C2CN3CCN(C2)CC1(Cc1ccccc1)C3 (centres undefined) | 6 | 99 | 0.4 | -2 | -21 | -0.1 | 1.8 | -1.0 | 7 | -3 | 1
CCn1c(Cc2ccccc2)nnc1SCC(=O)c1c(N)n(C2CC2)c(=O)[nH]c1=O | 1 | 100 | -0.2 | 5 | 13 | -2.4 | 0.3 | 0.3 | 24 | 3 | 10
O=C(c1cccc(F)c1)N1CCN(C(=O)C(c2ccccc2)c2ccccc2)CC1 | -16 | 109 | -3.0 | -1 | 8 | -2.9 | 2.1 | 0.8 | 32 | -5 | 15
Cc1ccc(/C=N/NC(=O)COc2ccc(Cl)c(C)c2)o1 | 4 | nt | 1.1 | -5 | 8 | 0.4 | 3.1 | 2.2 | -4 | 2 | -2
Cc1cccc(-c2cccc(NC(=O)C3CCCN(C(=O)c4cccnc4)C3)c2)c1 (centres undefined) | -8 | 103 | nt | -2 | 78 | -1.6 | -1.5 | nt | -14 | 10 | 9
CC(C)NC(=O)COc1coc(CN2CCN(C(=O)c3ccco3)CC2)cc1=O | -8 | 108 | 2.1 | -31 | 193 | -2.6 | 3.7 | 1.9 | -8 | 6 | 14
CCN(CC)CCNC(=O)c1ccc(NC(=O)c2ccc(S(=O)(=O)N3CCCC3)cc2)cc1 | -2 | 104 | nt | 1 | nt | -0.4 | -0.5 | nt | 8 | -5 | 2
O=C(Nc1ccc(Cl)cc1)NC1CCCCC1 | 1 | nt | -0.9 | 2 | -2 | 1.5 | 2.4 | -0.2 | 3 | -8 | -8
CC1CCC(NC(=O)C2c3ccccc3C(=O)N2Cc2cccs2)CC1 (centres undefined) | -5 | 114 | 1.0 | 10 | 11 | -3.5 | 4.2 | 2.0 | 29 | -3 | 19
CCOC(=O)c1c(C)n(C)c2ccc(OCCN(C)C)cc12 | -11 | 96 | -1.1 | 21 | 151 | 3.7 | 3.3 | 1.1 | -5 | -11 | -22
NC(=O)c1cc(-c2ccccc2)nc(Oc2ccccc2)n1 | 1 | 101 | -1.7 | 3 | -4 | 6.5 | 2.0 | 3.0 | -10 | 8 | -37
Cc1ccc(CNC(=O)CCNC(=O)c2ccc(Br)o2)cc1 | 8 | 104 | 0.2 | 7 | -2 | -2.3 | 2.2 | 2.2 | 2 | -4 | 12
Cc1ccc(-n2ncc3c(NCc4ccccc4)ncnc32)cc1 | -7 | 97 | 1.6 | -29 | nt | 1.4 | 0.8 | 3.0 | 52 | 3 | -8
CC(=O)Nc1cccc(NC(=O)CSc2nc(=O)n(CCN3CCOCC3)c3c2CCC3)c1 | -5 | 96 | 0.5 | 7 | -20 | -0.7 | -0.4 | 0.7 | 32 | 4 | 4
O=C(CCN1C(=O)C2CCCCC2C1=O)NNC(=O)c1cccc(Cl)c1 (centres undefined) | -1 | 102 | 0.6 | -3 | 240 | -1.5 | 0.9 | 2.2 | 16 | -3 | 9
Cc1cc(C(C)(C)C)oc1C(=O)N(CC(=O)NC1CCCC1)Cc1ccc(Cl)cc1 | -5 | nt | -0.4 | 24 | -6 | -1.4 | 0.3 | 1.9 | 14 | -1 | 7
O=C(NCc1ccc2c(c1)OCO2)c1nn(-c2ccccc2)c(=O)c2ccccc12 | 6 | 102 | -0.9 | nt | -13 | -2.0 | 1.0 | 3.4 | -6 | 3 | 10
O=C(CSc1nc(-c2ccc(F)cc2)cs1)N1CCOCC1 | -6 | 109 | 2.2 | -1 | 13 | -0.2 | 0.6 | 2.0 | 9 | -7 | 1
O=C(Nc1ccc(N2CCN(C(=O)c3ccccc3)CC2)cc1)c1cc2ccccc2o1 | -6 | 83 | 0.5 | -13 | -17 | 1.0 | 1.1 | 1.6 | -4 | 4 | -4
O=c1[nH]c(=O)n(C2CC(O)C(CO)O2)cc1Br (centres undefined) | 1 | 118 | nt | -17 | nt | -1.8 | 11 | nt | 8 | 6 | 8
O=C(Nc1ccccc1)C1CC(=O)N(C2CCCCC2)C1 (centres undefined) | -6 | 103 | -1.2 | 19 | 688 | -2.4 | -0.6 | 1.6 | 8 | 1 | 14
O=C(CCC1CCCN(C(=O)c2ccc3[nH]ccc3c2)C1)N1CCN(c2ccccn2)CC1 (centres undefined) | 9 | 103 | 0.0 | 1 | 11 | 0.2 | 0.5 | -1.3 | -9 | -21 | -1
O=C(NNS(=O)(=O)c1ccc(F)cc1)c1ccc(O)cc1 | -8 | 90 | 1.3 | -6 | -2 | -0.5 | 1.9 | 1.3 | -19 | -1 | 2
CC(C)(C)NC(=O)NC(=O)CN1c2cccc3cccc(c23)S1(=O)=O | 2 | 113 | -0.5 | 6 | -21 | 0.9 | 0.6 | 2.3 | -7 | 5 | -4
COc1ccc(C(=O)N/C(=C\c2ccc([N+](=O)[O-])cc2)C(=O)NC(CCSC)C(=O)O)cc1 (centres undefined) | 2 | 97 | 0.3 | 6 | 8 | 3.6 | 3.9 | 3.1 | 2 | 2 | -23
OCCN(Cc1ccccc1)Cc1ccccc1Cl | 8 | 97 | -0.7 | 2 | -20 | -1.2 | 2.8 | -0.3 | 3 | 3 | 6
O=C(c1ccc(CNS(=O)(=O)c2cccc(C(F)(F)F)c2)cc1)N1CCOCC1 | 10 | 102 | -0.2 | 7 | 174 | -2.9 | 2.2 | -0.1 | 2 | -6 | 16
CC(C)(C)c1ccc(-c2nnc(SCC(=O)NC3CCS(=O)(=O)C3)n2N)cc1 (centres undefined) | 0 | 101 | -1.0 | 15 | -10 | -1.4 | 4.4 | 0.0 | -20 | -9 | 8
Cc1cc2cc(CNC(=O)c3cccc([N+](=O)[O-])c3)ccc2n1C | 2 | 106 | -0.4 | 0 | -1 | -1.4 | 0.1 | -0.5 | 17 | 4 | 8
CCCOC(=O)C1=C(C)NC2=C(C(=O)CCC2)C1c1cccs1 (centres undefined) | 0 | nt | 3.0 | 26 | 451* | -1.6 | 1.2 | 5.1 | 7 | -6 | 8
Cc1nc2ncnn2c(C)c1CCC(=O)NCCc1ccccc1 | 2 | 100 | -1.4 | nt | 350 | -1.6 | -0.8 | -1.6 | 23 | 11 | 9
CC(C)(C)c1ccc(OCC(O)CN2CCCC2)cc1 (centres undefined) | 8 | 107 | 0.3 | 32 | -19 | 0.7 | 1.9 | -1.0 | 33 | -4 | -3
O=C(CCS(=O)(=O)c1cc(Br)cc2c1N(C(=O)C1CC1)CC2)NCC1CCCO1 (centres undefined) | -9 | 108 | 0.0 | 4 | 62 | -0.8 | 2.4 | 3.5 | -8 | 0 | 3
